FAS TE block – inhibitors of human fatty acid synthase thioesterase domain. P49327. recombinant FAS-TE, OMFH fluorogenic substrate, fluorescence endpoint. inhibition, % at 15 µM. hit rate 0.67% among 360,000. AID 602261;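 active = compounds whose normalised, plate-corrected inhibition of enzyme fluorescence in the single-dose primary screen is 50% or more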;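 note: 0% = DMSO with enzyme and 100% = substrate without enzyme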
CendR NRP1 mod – modulators of CendR peptide binding to human neuropilin-1 | O14786 | AID 602438 | hit rate 0.85% among 360,000 | inhibition, % at 25 µM | FAM-RPARPAR peptide binding to NRP-1, fluorescence polarization;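 active = inhibition or corrected inhibition above about 18%, plus a signal ratio from 0.5 to 1.5, limit read from the data, passing the limit was not always enough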; note: strong numbers were not always called active
bovine MsrA act – bovine methionine sulfoxide reductase A activation; activation, % at 10.6 µM; purified bovine MsrA, absorbance read-out; hit rate 0.3% among 360,000; in the data active = activation above about 7.5%;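 note: 0% = vehicle and 100% = reference activator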
Rin1-Abl PPI inh – inhibitors of human Rin1-Abl protein interaction; P00519+Q13671; TR-FRET Rin1/Abl binding, biochemical; inhibition, % at 7.35 µM; hit rate 0.4% among 360,000; in the data active = inhibition above about 5%, passing the limit was not always enough
MT1-MMP act inh – MT1-MMP (human) activation inhibition. P50281. HT1080 RFP-PRO-GFP cells, GFP/RFP ratio fluorescence, overnight; percent of plate control window, DMSO zero. GFP/RFP ratio change, % at 20 µM. hit rate 0.061% among 360,000. AID 651647;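 active = GFP/RFP ratio change of at least 30% with cell ATP level not reduced by more than half and red fluorescence within 50% of control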; note: strong numbers were not always called active
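Read-out: GFP/RFP fluorescence ratio; Test system: RFP-PRO-GFP reporter HT1080 cells; Compound dosing: single-point 20 µM compound, 1% DMSO; Times: overnight compound exposure at 37 °C.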
SKN-1 inh – inhibitors of C. elegans SKN-1 | C. elegans VP596 Pgst-4::GFP/RFP ratio, acrylamide-induced, 24 h | hit rate 0.49% among 360,000 | inhibition, % at 21.8 µM;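 active = interference check ratio from 0.5 to 1.5 plus GFP to RFP signal ratio inhibition reaching or exceeding a fixed threshold, cut at about 30% in these data, passing the limit was not always enough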; note: some compounds called inactive have numbers as strong as hits
Neddyl block – inhibitors of human cullin neddylation | P61081+Q13564 | TR-FRET cullin neddylation, biochemical | calls only at 25 µM | hit rate 0.58% among 360,000; in the data active = inhibition above about 36%
E coli Lon inh – inhibitors of E. coli Lon protease. purified E. coli Lon protease, fluorescence polarization. inhibition, % at 7.94 µM. hit rate 0.42% among 360,000; in the data active = inhibition above about 13%, passing the limit was not always enough;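 note: 0% = enzyme with probe and DMSO and 100% = no enzyme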
Target sequence (P0A9M0 whole entry, looked up): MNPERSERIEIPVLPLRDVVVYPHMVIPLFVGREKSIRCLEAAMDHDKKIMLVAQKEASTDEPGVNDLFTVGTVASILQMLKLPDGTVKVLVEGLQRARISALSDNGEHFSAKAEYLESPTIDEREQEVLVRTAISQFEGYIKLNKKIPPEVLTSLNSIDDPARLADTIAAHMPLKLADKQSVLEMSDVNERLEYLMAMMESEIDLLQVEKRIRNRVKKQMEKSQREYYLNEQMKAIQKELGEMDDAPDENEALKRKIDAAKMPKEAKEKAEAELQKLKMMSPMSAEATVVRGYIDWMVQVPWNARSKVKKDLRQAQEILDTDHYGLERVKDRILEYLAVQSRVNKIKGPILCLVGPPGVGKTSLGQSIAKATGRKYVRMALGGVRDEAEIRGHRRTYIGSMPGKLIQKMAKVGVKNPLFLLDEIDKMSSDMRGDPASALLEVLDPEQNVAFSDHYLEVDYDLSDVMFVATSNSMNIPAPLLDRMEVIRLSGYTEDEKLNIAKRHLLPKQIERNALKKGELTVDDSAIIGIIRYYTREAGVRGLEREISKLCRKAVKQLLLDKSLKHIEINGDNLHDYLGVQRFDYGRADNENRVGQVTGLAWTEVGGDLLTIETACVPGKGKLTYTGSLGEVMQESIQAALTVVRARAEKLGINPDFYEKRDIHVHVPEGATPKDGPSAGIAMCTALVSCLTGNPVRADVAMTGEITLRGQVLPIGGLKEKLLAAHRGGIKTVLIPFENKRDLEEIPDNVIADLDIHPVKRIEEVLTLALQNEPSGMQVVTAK
MsrA inh – bovine MsrA inhibition; inhibition, % at 15.5 µM; purified bovine MsrA, absorbance read-out; hit rate 0.75% among 360,000; AID 651718; in the data active = inhibition above about 4.5%;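 note: 0% = vehicle wells with enzyme and 100% = reference inhibitor wells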
Starred values were filed as active, the others as inactive; i = inactive; x = not tested or not shown. Not a hit list; 4.2% or so of the library scored in one or more.

A first look, five compounds:
SMILES	FAS TE block	CendR NRP1 mod	bovine MsrA act	Rin1-Abl PPI inh	MT1-MMP act inh	SKN-1 inh	Neddyl block	E coli Lon inh	MsrA inh
Cc1csc(=O)n1CC(=O)OCC(=O)Nc1ccccc1C(C)C	-10	6	-2	-2	7	10	i	-8	0.0
CCCc1c(C(=O)N/N=C(\CC)c2ccccc2)nnn1-c1nonc1N	-12	9	-2	-4	5	8	i	-6	4.4
N#Cc1nc(-c2ccccc2F)oc1NC1CCCCC1	10	-11	2	1	0	11	x	-2	0.0
CCN(CC)c1ccc(C2C(C(=O)OCCOC)=C(C)NC3=C2C(=O)CCC3)cc1 (centres undefined)	-4	5	-5	-2	1	-1	i	-3	1.7
COc1cccc(C(O)c2nc(-c3cccc4cccnc34)cs2)c1 (centres undefined)	1	-14	0	1	1	8	i	-2	1.1

Main list, from the start:
SMILES	FAS TE block	CendR NRP1 mod	bovine MsrA act	Rin1-Abl PPI inh	MT1-MMP act inh	SKN-1 inh	Neddyl block	E coli Lon inh	MsrA inh
Cc1csc(=O)n1CC(=O)OCC(=O)Nc1ccccc1C(C)C	-10	6	-2	-2	7	10	i	-8	0.0
CCCc1c(C(=O)N/N=C(\CC)c2ccccc2)nnn1-c1nonc1N	-12	9	-2	-4	5	8	i	-6	4.4
N#Cc1nc(-c2ccccc2F)oc1NC1CCCCC1	10	-11	2	1	0	11	x	-2	0.0
CCN(CC)c1ccc(C2C(C(=O)OCCOC)=C(C)NC3=C2C(=O)CCC3)cc1 (centres undefined)	-4	5	-5	-2	1	-1	i	-3	1.7
COc1cccc(C(O)c2nc(-c3cccc4cccnc34)cs2)c1 (centres undefined)	1	-14	0	1	1	8	i	-2	1.1
O=C(NCc1ccccc1)C(c1ccco1)N1CCN(c2ccccc2F)CC1 (centres undefined)	x	-1	x	x	0	-4	i	x	-0.6
O=C(O)CN1C(=O)SC(Nc2ccccc2C(=O)O)C1=O (centres undefined)	-5	-2	-1	-1	-1	-2	i	-3	0.6
CC1CCCCN1C(=O)c1cc(S(=O)(=O)N2CCCCC2)c[nH]1 (centres undefined)	1	1	6	6	1	4	i	3	1.0
CC(=O)N1CCN(c2ccc(NCc3ccc(C)s3)cc2)CC1	-4	-8	0	-2	7	1	i	-5	1.4
CN(Cc1ccco1)S(=O)(=O)c1nnc(NC(=O)c2cccc(Cl)c2)s1	0	-31	-6	0	-2	-3	i	5	2.0
CCCc1ccc(OCCNC(=O)c2ccco2)cc1	3	12	-1	2	-1	11	i	14	0.4
O=C(Nc1ccc2c(c1)OCCO2)NC1CCCCC1	3	-14	3	-3	-6	-2	i	4	0.4
O=[N+]([O-])c1ccc2nn(Cc3ccccc3)cc2c1	9	3	-1	1	1	27	i	7	0.1
Cc1ccccc1OCCn1cc(/C(N)=N/O)c2ccccc21	-142	16	-13	3	1	-5	i	-10	-1.2
CCC(C)NC(=O)CSc1n[nH]c(-c2cc(Cl)ccc2OC)n1 (centres undefined)	1	0	0	-2	-7	6	i	4	0.4
Nc1ccn([C@@H]2O[C@H](C(=O)NCCCN3CCCC3=O)[C@@H](O)[C@H]2O)c(=O)n1	-6	-11	-1	x	0	-2	i	1	-0.4
COc1ccc2nc(NCCCNC(=O)c3cc(OC)c(OC)c(OC)c3)c(C#N)cc2c1	-5	-6	-7	-4	-7	-1	x	-3	2.6
COc1ccc(CCNC2CC(=O)N(CCc3ccccc3)C2=O)cc1 (centres undefined)	-6	11	-11	2	2	-6	i	0	0.3
COc1cc(NC(=O)CN2CCN(c3ccccn3)CC2)cc(OC)c1OC	-3	5	-4	5	-1	-1	i	0	-0.8
NC(=O)C1C(=O)c2ccccc2C1(C[N+](=O)[O-])c1ccccc1 (centres undefined)	-1	3	-2	-2	-5	16	i	8	0.7
CC(C)(C)OC(=O)N1CCC(NC(=O)c2[nH]cnc2C(=O)Nc2ccccc2)CC1	11	2	-12	3	x	6	i	5	1.3
CNC(=O)/C(C#N)=C/c1ccc(-c2ccc(Cl)cc2)o1	9	-28	-4	-5	1	20	i	-2	2.5
CSCCC(NC(N)=O)C(=O)Nc1ccc(C)cc1 (centres undefined)	-4	7	-1	0	0	-8	i	-5	-0.3
COC(=O)c1c[nH]n2c(=O)c(Cc3ccc(F)cc3Cl)c(C)nc12	-4	8	-3	-2	2	26	i	4	-0.3
CC(=O)Nc1ccc(NC(=O)c2cc([N+](=O)[O-])cc([N+](=O)[O-])c2)cc1	14	6	-1	2	5	-22	i	-18	-0.5

The list goes on:
SMILES	FAS TE block	CendR NRP1 mod	bovine MsrA act	Rin1-Abl PPI inh	MT1-MMP act inh	SKN-1 inh	Neddyl block	E coli Lon inh	MsrA inh
Cc1noc(NS(=O)(=O)c2ccc(NC(=O)CCC3CCCCC3)cc2)c1C	-6	6	2	3	10	3	i	-14	0.2
CCCN(CCC)c1ncnc2nc[nH]c12	-7	8	0	0	-11	-16	i	-13	2.0
CC1COCC(C)N1C1=C(Cl)C(=O)c2ccccc2C1=O (centres undefined)	30	22	2	-2	-4	15	i	7	-0.2
Cc1ccc(S(=O)(=O)CNC(=S)c2cccc(C)c2)cc1	0	1	0	-1	1	11	i	7	-0.6
O/N=C1\CC/C(=N\O)c2nn(-c3ccc(Cl)cc3Cl)nc21	-7	-7	-1	1	-7	11	i	-1	-0.6
O=C(CN1C(=O)CC(c2ccco2)Sc2ccccc21)NC1CCCCC1 (centres undefined)	2	-8	-1	-2	-1	-10	i	3	1.0
CS(=O)(=O)N(CC(=O)Nc1ccccc1-c1ccccc1)c1ccccc1	4	19	-2	3	-3	5	i	-5	1.6
COc1cc(OC)nc(Oc2ccccc2C(=O)Oc2ccccc2Cl)n1	19	-8	-2	-4	6	3	i	1	-1.1
Cc1ccc(S(=O)(=O)N(C)CCCC(=O)N2CCN(C=O)CC2)cc1	0	-5	-8	5	4	11	i	4	0.3
CC(C)(C)C(=O)/C(C#N)=C/c1cccs1	1	-6	-7	2	3	5	i	2	-0.5
COc1cc2c(cc1OC)CN(C(=O)COc1ccc(C)c(C)c1)CC2	0	-10	-6	3	-3	-2	i	-11	0.0
CSc1ncccc1C(=O)OCC(=O)NC12CC3CC(CC(C3)C1)C2	13	-1	-3	1	2	26	i	1	-1.2
Cc1ccc(C2C(C(=O)c3cccs3)=C(O)C(=O)N2CCN2CCOCC2)o1 (centres undefined)	-5	-6	-3	1	3	2	i	4	0.6
CC1CCN(C(=O)CSc2nc3c(c(=O)n2C)SC(C)C3)CC1 (centres undefined)	-3	5	-2	0	0	3	i	-9	1.0
Cc1ccc(C(C)C)c(OCC(=O)NC(=S)Nc2ccccc2N2CCOCC2)c1	23	6	-4	-3	-4	12	i	1	0.7
C=C(C)C(=O)Nc1cccc(C2=NOC3(C2)C[C@H](C(N)=O)N(C(=O)C(c2ccccc2)c2ccccc2)C3)c1 (some centres undefined)	-3	-15	-12	-2	4	-6	i	3	x
C#CCOCCOCCOCCNc1nc(N2CCN(C(=O)[C@H](CCCCN)n3cc(CN)nn3)CC2)nc(N2CCN(C(=O)[C@H](CCC(=O)O)n3cc(CN)nn3)CC2)n1	-12	2	-3	-4	4	3	i	0	-0.2
CN(c1ccccc1)c1nc(N)c([N+](=O)[O-])c(Nc2ccccc2F)n1	25	-12	-3	3	-1	-2	i	-11	1.4
O[C@H]1C[C@H](c2ccc(Cl)cc2)N(Cc2cccs2)C[C@@H]1n1cc(-c2ccc(F)cc2)nn1	11	3	-2	1	0	9	i	1	0.0
COc1cccc(NS(=O)(=O)c2ccc(Br)s2)c1	-1	-11	-2	3	-1	4	i	2	0.5
O=C(Cc1cccc(NC(=O)C2CCCN(C(=O)C3CCC3)C2)c1)Nc1cccc(C(=O)N2CCCC2)c1 (centres undefined)	-11	-2	-2	1	4	-5	i	6	-0.5
CCOC(=O)NC(=O)/C(C#N)=C\NNc1ncc(C(F)(F)F)cc1Cl	0	14	-7	0	-1	2	i	-1	0.2
Cc1ccc(S(=O)(=O)NC(C)C(=O)Nc2ccc(C(N)=O)cc2)cc1 (centres undefined)	-7	-24	-3	-2	2	-3	i	-4	-0.2
CSc1ccccc1NS(=O)(=O)c1ccccc1	-6	2	-11	-1	0	-7	i	-6	2.1
CCN(CCn1cccn1)C(=O)CCc1nnc(-c2ccccc2)o1	-3	6	-2	-3	-1	2	i	-2	1.2

The listing continues.
SMILES	FAS TE block	CendR NRP1 mod	bovine MsrA act	Rin1-Abl PPI inh	MT1-MMP act inh	SKN-1 inh	Neddyl block	E coli Lon inh	MsrA inh
CC1Cc2nc(SCC(=O)Nc3nccs3)n(Cc3ccccc3)c(=O)c2S1 (centres undefined)	12	-3	-7	3	-3	-8	i	-4	2.2
CCOc1ccc(S(=O)(=O)N2CCC(C(=O)NCc3ccco3)CC2)cc1	-1	2	-4	2	2	9	i	-12	-0.3
O=C1COc2ccc(C(=O)COC(=O)c3ccccc3F)cc2N1	-3	-16	-6	2	5	2	i	-16	1.1
CN(C)C(=O)CCc1ccc2c3c([nH]c2c1)[C@]1(CCc2ccccc2)[C@@H](C(=O)N2CCCCC2)C[C@H](CC(=O)NCCc2ccccn2)C(=O)N1CC3	-3	-3	-1	-2	-3	5	i	10	-0.6
Cc1snc(S(=O)(=O)Cc2c(Cl)cccc2Cl)c1C#N	1	3	-3	1	5	-18	i	-13	-0.4
COC(=O)c1c(-c2ccc3ccccc3c2)csc1NC(=O)Cc1ccc(OC)c(OC)c1	24	-35	-2	2	-15	0	i	-3	1.1
O=C(COC(=O)CN1C(=O)COc2ccccc21)NC1CCCCC1	-6	-3	5	4	2	-9	i	-3	-1.4
O=[N+]([O-])c1ccc(NCCNc2ccc([N+](=O)[O-])cc2)cc1	-8	6	-4	-1	18	16	i	8	1.2
COc1ccc(NS(=O)(=O)c2cc(NC(=O)C3CCCO3)ccc2N2CCCC2)cc1 (centres undefined)	-8	2	-1	0	-1	3	i	-2	0.1
CC1CCN(c2c(NCC3CCC(C(=O)N4CCCC(C)C4)CC3)c(=O)c2=O)CC1 (centres undefined)	-3	-1	-3	1	1	-12	i	3	-0.3
COc1ccccc1C(CNC(=O)c1ccc(S(=O)(=O)NCc2ccco2)cc1)N(C)C (centres undefined)	-12	8	0	-6	0	-3	i	-12	0.8
COc1ccccc1C(=O)Nc1nnc(-c2ccc(F)cc2)o1	-6	-7	-7	2	6	-2	i	-8	0.5
Cc1cc(NC(=O)CCC(=O)N(c2ccccc2)C(C(=O)NCC2CCCO2)c2cccnc2)no1 (centres undefined)	-4	0	-2	-1	-3	-7	i	-4	0.0
CCNC(=O)c1cc(S(=O)(=O)N2CCSCC2)ccc1OC	-8	12	1	0	-2	11	i	2	-0.5
CC(=O)Nc1ccc(S(=O)(=O)NNC(=S)NCc2ccco2)cc1	-7	5	-1	-1	2	9	i	1	0.5
COc1cc(CCCN2C(=S)NC[C@@H]2CCCCN)cc(OC)c1OC	-6	5	-2	0	3	3	i	14	-1.0
COc1ccc(C2(C(=O)Nc3ccc(S(=O)(=O)Nc4nc(C)cc(C)n4)cc3)CCCC2)cc1OC	-6	-8	-1	2	-4	5	i	-4	1.1
CC(OC(=O)CCCN=C1NS(=O)(=O)c2ccccc21)C(=O)Nc1ccc(F)cc1Cl (centres undefined)	-8	-11	-1	-1	0	16	i	-12	-0.7
COc1ccc(-c2ccc(Nc3ccc(S(=O)(=O)N4CCCC4)cc3)nn2)cc1OC	23	-6	-4	-4	7	1	i	0	5.9*
CCCCOCCCNC(=O)C[C@@H]1C[C@@]2(C(=O)OCC)CCCC=C2N(Cc2ccc3c(c2)OCO3)C1=O	-7	0	-10	x	3	-12	i	-5	0.4
S=C(NN=C1C2CC3CC(C2)CC1C3)Nc1ccccc1	8	4	-1	0	9	18	i	-10	0.1
COc1cc(S(=O)(=O)NC2CCCC2)ccc1-n1cnnn1	0	10	-6	3	4	11	i	22*	0.9
O=C(NCCc1ccccc1F)c1cc(COc2ccc(F)cc2F)on1	4	-2	-2	0	2	7	i	-8	-0.2

Screens: PubChem, several laboratories
